# GSK3beta inhib: human GSK3beta kinase inhibitors, primary screen, biochemical, cell-free homogeneous, HTS; Glycogen synthase kinase-3 beta (Homo sapiens), P49841; GST-GSK3beta kinase, ADP-Glo luminescence, 60 min; active compounds read low; activity score (negative = inhibition), % at 10 µM; 0.038% of 300,000 active; AID 2097, 2009;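 active = more than half of replicate wells score below -50%, meaning over 50% inhibition versus plate controls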;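 note: 0% = median DMSO wells and -100% = median GW8510 positive control wells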
#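 Test system – GST-tagged human GSK3beta kinase, cell-free · Incubation – 60 min enzyme reaction, room temperature · Signal – ADP-Glo luminescence · Also added – peptide substrate and ATP at 25 µM · Controls – DMSO neutral wells and GW8510 at 20 µM as positive · Buffer or medium – Tris/MgCl2 kinase buffer · Measure – Luminescence-derived activity versus plate DMSO and GW8510 wells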
# KCNK3 block: human KCNK3 channel inhibitors, primary screen, CHO cells, FluxOR thallium flux, B-score; AID 602410, 2012; 0.84% of 340,000 active; FluxOR fluorescence; active compounds read low; Potassium channel subfamily K member 3 (Homo sapiens), O14649; B-score at 10 µM;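 active = B-score under library mean minus 4 SD, starting fluorescence ratio at most library mean plus 5 SD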;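 note: more negative B-score means stronger inhibition of thallium flux through KCNK3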
# Target sequence (O14649 whole entry, looked up): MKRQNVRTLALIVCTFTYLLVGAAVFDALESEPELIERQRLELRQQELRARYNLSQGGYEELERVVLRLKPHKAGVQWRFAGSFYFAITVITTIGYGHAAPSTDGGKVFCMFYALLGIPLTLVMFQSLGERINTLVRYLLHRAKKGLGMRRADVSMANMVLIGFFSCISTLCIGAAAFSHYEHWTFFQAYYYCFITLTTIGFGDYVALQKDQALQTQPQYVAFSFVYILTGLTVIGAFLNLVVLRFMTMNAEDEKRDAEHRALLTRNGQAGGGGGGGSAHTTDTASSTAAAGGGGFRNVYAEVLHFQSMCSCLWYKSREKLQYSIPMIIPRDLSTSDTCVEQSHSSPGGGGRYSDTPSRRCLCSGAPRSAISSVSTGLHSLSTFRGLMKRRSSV
# KCNQ1 act: potentiators or activators of KCNQ1 channel, primary screen, cell-based, thallium flux, high-throughput; Potassium voltage-gated channel subfamily KQT member 1 (Homo sapiens), P51787; B-score at 10 µM; CHO-K1 KCNQ1, thallium flux FluxOR fluorescence; active compounds read high; 0.35% of 310,000 active;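 active = fluorescence ratio B-score, a plate-corrected score, at least three library SD, with initial intensity B-score within 5 SD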
#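 Schedule – 37 °C overnight plating, 90-min dark dye load, 20-min compound pretreatment · System – stable KCNQ1 CHO-K1 line · Probe or stimulus – thallium- and potassium-containing depolarizing buffer · Measured by – kinetic FluxOR fluorescence, 10 s baseline plus 110 s post-stimulus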
# GSK3 alpha inh: blockers of GSK3A enzyme activity – biochemical, luminescence, cell-free homogeneous, HTS, primary screen. 0.1% of 320,000 active. Glycogen synthase kinase-3 alpha (Homo sapiens), P49840. GSK-3 alpha kinase, ADP-Glo luminescence, 60 min. inhibition, % at 10 µM. AID 2650, 2010;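 in the data active = inhibition above about 50%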;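 note: GST-tagged GSK-3 alpha with peptide substrate and 25 µM ATP; 0% = DMSO neutral wells and 100% = GW8510 positive control wells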
# KCNQ1 inh: inhibitors of human KCNQ1 channel, primary screen, cell-based, thallium flux, high-throughput | CHO-K1 KCNQ1, FluxOR thallium flux fluorescence; active compounds read high | Potassium voltage-gated channel subfamily KQT member 1 (Homo sapiens), P51787 | 1.3% of 310,000 active | B-score at 10 µM;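 active = compounds whose thallium flux B-score, printed positive for inhibition, exceeds three library SD while starting fluorescence stays within three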;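 note: channel opened by potassium depolarization with thallium stimulus after 20 min compound exposure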
# PolyA inh: polyadenylation inhibitors in yeast reporter cells, primary screen, luminescence, S. cerevisiae | S. cerevisiae SKY197-pL101 polyadenylation reporter, beta-gal luminescence; efflux-impaired pdr1/pdr3 knockout yeast; score 100 = 6 SD above DMSO | calls only at 12 µM | 0.02% of 300,000 active | AID 1875, 2009;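 active = lowest replicate activity score at least 50, where 100 means six control SD above control mean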;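 note: yeast exposed to compound for 9 h at 30 °C; higher score means more reporter readthrough which indicates perturbed polyadenylation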
# KCNK9 block: KCNK9 potassium channel inhibitors, primary screen, HEK293 cells, thallium flux. 1.2% of 310,000 active. FluxOR thallium flux fluorescence; active compounds read low. B-score at 10 µM;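 active = ratio B-score over 3 SD below the library mean, with starting fluorescence within 5 SD of its mean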;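 note: negative B-score means less thallium flux so channel inhibition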
# Target sequence (Q9NPC2 whole entry, looked up): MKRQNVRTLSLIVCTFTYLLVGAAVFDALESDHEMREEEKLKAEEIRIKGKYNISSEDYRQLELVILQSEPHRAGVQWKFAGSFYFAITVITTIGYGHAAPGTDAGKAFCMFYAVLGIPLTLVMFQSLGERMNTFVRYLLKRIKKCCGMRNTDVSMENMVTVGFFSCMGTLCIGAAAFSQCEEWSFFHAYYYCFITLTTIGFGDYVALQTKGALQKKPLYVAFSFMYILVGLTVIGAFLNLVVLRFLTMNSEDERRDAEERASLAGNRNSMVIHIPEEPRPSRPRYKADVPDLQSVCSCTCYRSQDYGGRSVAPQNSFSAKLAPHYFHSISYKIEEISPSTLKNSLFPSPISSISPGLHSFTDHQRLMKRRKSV
# DYRK1A inh: rat Dyrk1A kinase inhibitors, primary screen, biochemical, single point, plate reader | ADP-Glo luminescence, NFATc1 peptide | Dual specificity tyrosine-phosphorylation-regulated kinase 1A (Rattus norvegicus), Q63470 | inhibition, % at 12.5 µM | 0.43% of 310,000 active; in the data active = inhibition above about 50%;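 note: plate controls were vehicle with enzyme for no effect and no enzyme for full effect; many of its hits are not listed in these tables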
# RGS4 block: RGS4 inhibitors, primary screen, cell-based, HEK293 M3R inducible RGS4, calcium flux. Regulator of G-protein signaling 4 (Homo sapiens), P49798. Fluo-4 calcium flux; active compounds read high; triggered by carbachol at its EC20. B-score at 10 µM. 0.45% of 310,000 active. AID 463165, 2010;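 active = B-score, a plate-corrected calcium signal, over three deviations above library mean, with baseline fluorescence within five deviations of library mean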;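 note: RGS4 expression induced by doxycycline in cells with stable M3 receptor; B-score is computed from the integrated fluorescence ratio over baseline after carbachol; higher B-score means a larger calcium signal and so more RGS4 inhibition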
# Target sequence (P49798 whole entry, looked up): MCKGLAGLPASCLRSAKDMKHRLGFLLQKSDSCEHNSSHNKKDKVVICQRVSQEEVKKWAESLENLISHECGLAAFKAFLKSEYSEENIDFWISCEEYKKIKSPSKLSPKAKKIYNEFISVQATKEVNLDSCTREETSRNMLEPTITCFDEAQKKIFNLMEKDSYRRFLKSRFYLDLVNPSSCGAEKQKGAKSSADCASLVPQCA
# RGS4 pot: RGS4 potentiators or activators, primary screen, cell-based, HEK293 M3R inducible RGS4, calcium flux | carbachol calcium flux Fluo4; active compounds read low | B-score at 10 µM | 0.92% of 310,000 active;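 active = B-score of the integrated calcium signal more than 4 SD below the library mean, with starting fluorescence not abnormally high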;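 note: negative B-score means reduced calcium response which marks RGS4 activation or potentiation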
#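 Material: M3R-expressing HEK293 line, RGS4 induced by doxycycline | Schedule: Overnight RGS4 induction, 30 min dye load 37 °C, 20 min compound RT | Measured by: Fluo4 fluorescence kinetic imaging of calcium | Read-out: Integrated calcium ratio converted to B score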
# hERG protect: hERG rescue from dofetilide block, primary screen, cell-based, CHO-hERG, FluxOR thallium flux, dofetilide IC70; Voltage-gated inwardly rectifying potassium channel KCNH2 (Homo sapiens), Q12809; dofetilide IC70 present; activation (rescue from dofetilide block), less the hit threshold, % at 10 µM; 0.51% of 310,000 active; AID 1511, 2009;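 active = activation above the mean of controls blocked by dofetilide plus 5 SD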;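 note: thallium influx through hERG after potassium depolarization seen as dye fluorescence rise; in these data hits start at about 4.7%; inactives centre near -7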
# An asterisk follows results filed as active; i = inactive; / = no result given.
SMILES,GSK3beta inhib,KCNK3 block,KCNQ1 act,GSK3 alpha inh,KCNQ1 inh,PolyA inh,KCNK9 block,DYRK1A inh,RGS4 block,RGS4 pot,hERG protect
Cc1ccc(S(=O)(=O)NCC(=O)N2CCCC2)cc1,2,i,i,-1,i,i,i,-3,i,i,-9
CCOC(=O)c1oc2cc(O)c(CC)cc2c(=O)c1-c1ccc2c(c1)OCCO2,-1,i,i,-1,i,i,i,11,i,i,-8
O=C1[C@@H]2[C@H]3CC[C@H](C3)[C@@H]2C(=O)N1O,1,i,i,-5,i,i,i,-6,i,i,-4
CCOc1ccc(C(=O)Nc2cccc(C(=O)O)c2)cc1Cl,1,i,i,-1,i,i,i,6,i,i,-7
CN(/C=C/C(=O)C(F)(F)F)Cc1ccccc1,-2,i,i,-1,i,i,i,8,i,i,-12
COC(=O)N(NC(=O)C(O)(c1ccccc1)c1ccccc1)c1ccc(C)cc1,-1,i,i,-3,i,i,i,-4,i,i,-6
O=C(Cc1c[nH]c2ccccc12)NC1(C(=O)NC2CCCC2)CCCCC1,0,i,i,/,i,i,i,2,i,i,-1
O=C(NCCN1CCOCC1)c1cccc(S(=O)(=O)NCc2ccccc2)c1,6,i,i,0,i,i,i,0,i,i,-7
CC(C)CC(OC(=O)c1nsc(Cl)c1Cl)C(=O)NCC1CCCO1 (stereo not drawn),5,i,i,0,i,i,i,-4,i,i,-6
COc1cccc(-c2nc(CS(=O)(=O)CC(=O)NC3CCCC3)c(C)o2)c1,-3,i,i,-1,i,i,i,-2,i,i,-8
O=c1ccc(-c2ccc(S(=O)(=O)N3CCN(c4cccc(Cl)c4)CC3)o2)n[nH]1,-3,i,i,2,i,i,i,2,i,i,-7
NC(=S)N/N=C/c1coc2c(ccc3ccccc32)c1=O,5,i,i,5,i,i,i,-11,i,i,-11
COc1ccc(S(=O)(=O)NCCc2nnc3ccc(SCC(=O)Nc4nc(C)cs4)nn23)cc1,28,i,i,-1,i,i,i,-4,i,i,-5
NC1=C(c2ccccc2)C(=O)NC1=O,-8,i,i,29,i,/,i,26,i,i,-2
COc1ccc(CNC(=S)NCc2ccc(OC(C)C)cc2)cc1,2,i,i,4,i,i,i,0,i,i,-2
COc1ccc(S(=O)(=O)N2CCC(C(=O)Nc3ccccc3N3CCCC3)CC2)cc1OC,2,i,i,6,i,i,i,-8,i,i,-18
CC1=CC(C2CC(=O)N(c3ccccc3C)C2=O)CC2C(=O)N(c3ccccc3C)C(=O)C12 (stereo not drawn),2,i,i,4,i,i,i,-3,i,i,-7
O=S1(=O)CCOC[C@H](Cc2ccccc2)N1Cc1ccccc1F,-3,i,i,1,i,i,i,0,i,i,-2
CC(OC(=O)c1ccccc1CCc1ccccc1)C(N)=O (stereo not drawn),-1,i,i,-1,i,i,i,4,i,i,-1
O=C(Nc1nnc(C2CC2)s1)C1CC(=O)N(c2ccc3c(c2)OCCO3)C1 (stereo not drawn),2,i,i,/,i,i,i,2,i,i,-8
Cc1cccc(C(=O)NN2C(=O)C3C(c4ccccc4)C=CC(c4ccccc4)C3C2=O)c1 (stereo not drawn),1,i,i,-5,i,i,-13*,-1,i,-7.1*,1
CC(C)CC(=O)NC(c1ccccc1)c1c(O)ccc2ccccc12 (stereo not drawn),1,i,i,3,i,i,i,-1,i,i,-5
CCNC(=S)N(CCCN(C)C)Cc1cc2cc3c(cc2[nH]c1=O)OCCO3,1,i,i,1,i,i,i,14,i,i,-3
CS(=O)(=O)c1ccccc1-c1nnc(NC(=O)C2=COCCO2)o1,-3,i,i,/,i,i,i,5,i,i,-3
O=C(COc1ccccc1C(=O)NCc1ccccn1)Nc1ccc(Br)cc1,1,i,i,1,i,i,i,-2,i,i,-1
# Going on with the list.
SMILES,GSK3beta inhib,KCNK3 block,KCNQ1 act,GSK3 alpha inh,KCNQ1 inh,PolyA inh,KCNK9 block,DYRK1A inh,RGS4 block,RGS4 pot,hERG protect
COc1ccc(/C=C2\SC(=S)N(CCC(=O)Nc3ccc(C(=O)O)cc3)C2=O)cc1,-2,i,i,-1,i,i,i,-1,i,i,-9
COc1ccc(CC(=O)N2CC(C)CC(C)C2)cc1 (stereo not drawn),-1,i,i,-3,i,i,i,-4,i,i,-3
CCC(=O)Nc1cccc(-n2nnnc2SCC(=O)c2ccc(C)c(C)c2)c1,-1,i,i,-1,i,i,i,-3,i,i,-7
COc1ccc(S(=O)(=O)N2CCOCC2)cc1NC(=O)COc1ccccc1,-2,i,i,0,i,i,i,4,i,i,-13
O=c1c2ccccc2nc(/C=C/c2cc(Br)ccc2O)n1CCCO,0,i,i,0,i,i,i,6,i,i,-9
Cc1cc(-c2nnnn2-c2ccc(F)cc2)no1,2,i,i,-2,i,i,i,-4,i,i,-13
CCCCN(C(=O)NC(=O)Nc1c(C)cc(C)cc1C)S(C)(=O)=O,1,i,i,-3,i,i,i,/,i,i,-2
Clc1ccc(CN2CCN(c3ccccc3)CC2)cn1,2,i,i,-2,i,i,i,/,i,i,-8
O=C(O)c1cc(S(=O)(=O)N2CCOCC2)ccc1N1CCOCC1,-1,i,i,-4,i,i,i,-2,i,i,-4
CCOc1cc(C2C(C(=O)O)c3cc(OCC)c(OCC)cc3C(=O)N2C)ccc1O (stereo not drawn),-2,i,i,-1,i,i,i,-8,i,i,-2
O=C(CCC1CCCN(C(=O)Cn2cnnn2)C1)NCc1ccc(F)c(F)c1 (stereo not drawn),4,i,i,-2,i,i,i,-3,i,i,-13
Cc1nc(N2CCOCC2)c2c3c(sc2n1)CCC3,-6,i,i,3,i,i,i,-4,i,i,-12
Cc1nc2ccc(NC(=O)c3ccc(N4C(=O)CCC4=O)cc3)cc2s1,5,i,i,-2,i,i,i,-5,i,i,-9
CCCCN1C(=O)/C(=C/C=C2/CC(C)(C)CN2C)SC1=S,2,i,i,0,i,i,i,-6,i,i,-22
COc1ccc(C(=O)C2CCCN(Cc3ccc(C#CCCO)cc3)C2)c(OC)c1 (stereo not drawn),3,i,i,1,i,i,i,10,i,i,-16
O=C(COC(=O)/C=C/c1ccc(Cl)cc1)Nc1ccccc1,2,i,i,-1,i,i,i,-2,i,i,-4
Cc1ccc(/C=N/n2nnnc2N)cc1[N+](=O)[O-],-1,i,i,-1,i,i,i,2,i,i,-7
CCc1ccccc1NC(=O)CC1S/C(=N\c2nccs2)N(CC)C1=O (stereo not drawn),1,i,i,-3,i,i,i,3,i,i,-11
O=C(CN(Cc1ccc(F)cc1)C(=O)CCC(=O)Nc1ccccn1)NCc1ccco1,0,i,i,13,i,i,i,-1,i,i,-11
O=[N+]([O-])c1cccc(S(=O)(=O)Nc2ccc(S(=O)(=O)Nc3nccs3)cc2)c1,6,i,i,-3,i,i,i,/,i,i,-1
Cc1ccc2sc(N(CCCN(C)C)C(=O)c3ccc(Br)s3)nc2c1C,0,i,i,-2,i,i,i,5,i,i,-29
COc1ccccc1NC(=O)C(=O)NCC(c1ccco1)N1CCc2ccccc2C1 (stereo not drawn),6,i,i,-4,i,i,i,8,i,i,-6
COC(=O)c1ccc(-c2nc(O)c3cnccn23)cc1,1,i,i,2,i,i,i,4,i,i,-4
O=[N+]([O-])c1ccc(O)c(/C=N/Nc2ccc(Cl)nn2)c1,-1,i,i,5,i,i,i,1,i,i,-12
CCCS(=O)(=O)C/C(N)=N/OC(=O)c1ccc(Cl)cc1,-5,i,i,0,i,i,i,0,i,i,-4
# (listing goes on)
SMILES,GSK3beta inhib,KCNK3 block,KCNQ1 act,GSK3 alpha inh,KCNQ1 inh,PolyA inh,KCNK9 block,DYRK1A inh,RGS4 block,RGS4 pot,hERG protect
CC(=O)NC(CCS(C)(=O)=O)C(=O)Nc1ccc(Cl)c(Cl)c1 (stereo not drawn),2,i,i,-1,i,i,i,6,i,i,-8
CC(C)Oc1ccc(C(=O)Nc2ccc(N3CCCCC3)cc2)cc1,2,i,i,0,i,i,i,3,i,i,-7
Cc1cc(C)c2c(NC(=S)Nc3ccccc3)n[nH]c2n1,1,i,i,5,i,i,i,/,i,i,-25
NC(=O)CC(NC(=O)c1ccccc1)c1ccc(NCC2CC2)c([N+](=O)[O-])c1 (stereo not drawn),0,i,i,0,i,i,i,4,i,i,-4
COc1ccc(NC(=O)CN(CC(=O)Nc2ccc(OC)cc2)C(C)(C)CO)cc1,-3,i,i,0,i,i,i,1,i,i,-6
CC(NC(=O)c1noc2c1CCCC2)c1ccccc1 (stereo not drawn),2,i,i,-1,i,i,i,0,i,i,-4
CNC(=O)c1c(NC(=O)c2cc(-c3cc(C)c(C)cc3O)n[nH]2)sc2c1CCCC2,2,/,i,-3,i,i,i,/,i,i,-4
CC(=O)Nc1ccccc1OCC(=O)c1ccc2c(c1)OCO2,0,i,i,-3,i,i,i,-1,i,i,-4
COc1ccc(C2CC2C(C)=O)cc1 (stereo not drawn),2,i,i,2,i,i,i,-5,i,i,-10
CC(C)C(=O)Nc1cccc(NC(=O)c2cc3ccccc3o2)c1,2,i,i,-3,i,i,i,9,i,i,-4
CC(O)CNc1nc2ccccc2n1CC(=O)NCC(F)(F)F (stereo not drawn),-2,i,i,-2,i,i,i,6,i,i,-3
Cc1cccc(C(=O)NC2CCCCCCC2)c1,3,i,i,0,i,i,i,-3,i,i,-7
O=S(=O)(c1ccc(F)cc1)N1CCN(c2ccccn2)CC1,0,i,i,2,i,i,i,-3,i,i,-2
O=C1C2CCCCN2C(=O)N1CCCCN1CCN(c2ccc([N+](=O)[O-])cc2)CC1 (stereo not drawn),4,i,i,3,i,i,i,7,i,i,-12

# Compound activity deposited in PubChem by several laboratories.

# Some of the compounds tested. The share of hits here may be higher or lower than overall.
